Source: PubChem
NPR2 activator = GC-B (human) receptor activation | activation, % at 10 µM | P20594 | hit rate 0.11% among 370,000 | HEK293-GC-B cells, CNP EC30, cGMP TR-FRET; 0% at EC30 CNP, 100% saturating CNP;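 active means activation at 10 µM reaching about 35% in either raw or pattern-adjusted values, limit read from the data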
PRMT1 FP inh = blocks human protein arginine methyltransferase 1 | inhibition, % at 2.79 µM | Q99873 | hit rate 1.3% among 370,000 | recombinant PRMT1, activity-based probe fluorescence polarization;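 active means inhibition above about 21% made by adding two undisclosed values, limit read from the data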
Target sequence (Q99873 whole entry, looked up): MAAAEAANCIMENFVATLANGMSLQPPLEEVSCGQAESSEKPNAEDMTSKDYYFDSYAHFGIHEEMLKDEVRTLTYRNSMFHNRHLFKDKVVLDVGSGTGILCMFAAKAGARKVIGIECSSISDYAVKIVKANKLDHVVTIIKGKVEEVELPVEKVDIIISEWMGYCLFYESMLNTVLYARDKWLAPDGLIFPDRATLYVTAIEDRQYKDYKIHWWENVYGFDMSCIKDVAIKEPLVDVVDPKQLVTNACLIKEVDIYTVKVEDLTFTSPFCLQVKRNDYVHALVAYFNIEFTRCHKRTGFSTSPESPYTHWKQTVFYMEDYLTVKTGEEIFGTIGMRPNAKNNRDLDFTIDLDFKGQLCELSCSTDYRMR
TDP2 inh = TDP2 (human) inhibition, absorbance primary screen | O95551 | recombinant TDP2, T5PNP hydrolysis, p-nitrophenol absorbance 415 nm | inhibition, % at 12.8 µM | hit rate 0.34% among 370,000;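 active means inhibition above the mean of all tested compounds plus 3 SD, set per campaign, cut at about 25% in these data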;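 further: 0% = DMSO with enzyme and 100% = buffer with substrate but no TDP2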
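Assay system: recombinant human TDP2 / Reagent: T5PNP substrate at 5 mM, a TopII-DNA adduct mimic / Measured by: epi absorbance from released p-nitrophenol / Evaluation: % inhibition relative to enzyme-containing and enzyme-free wells / Control set: enzyme-free and DMSO wells / Replicates: each compound tested once, singlicate / Schedule: enzyme reaction with compound for 2 h at 37 °C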
TCR CD3 inh = human TCR-CD3 binding inhibition | hit rate 0.37% among 360,000 | TAMRA-labeled TCR probe fluorescence, biochemical | inhibition, % at 9.4 µM; in the data active means inhibition above about 19%;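 further: recombinant mutant TCR 2C K166C tagged with TAMRA read by polarization; 0% = receptor in buffer alone and 100% = receptor with positive control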
MBD2 DNA inh = inhibitors of human MBD2 binding to methylated oligonucleotide; Q9UBB5; TR-FRET; inhibition, % at 4.4 µM; hit rate 0.31% among 370,000; AID 686964; in the data active means inhibition above about 13%
LEDGF integ inh = blocks HIV-1 LEDGF/p75-dependent DNA integration; hit rate 0.64% among 370,000; inhibition, % at 3.7 µM; TR-FRET IN-LEDGF/p75 DNA integration, Eu/Cy5;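 active means inhibition above the screen-wide mean plus 3 SD, cut at about 13% in these data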;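 further: signal is the Cy5 over europium emission ratio at 671 and 618 nm; 0% = plate median of compound wells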
SIAE primary = human SIAE inhibition, primary screen. hit rate 0.69% among 370,000. SIAE FP-Rh probe binding, fluorescence polarization. AID 1053197. inhibition, % at 9.66 µM;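 active means inhibition above a cutoff: mean of compounds within the control limits plus 3 SD of those, cut at about 17% in these data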;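 further: 0% = plate median of compound wells and 100% = probe without SIAE protein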
HTRA1 inh = blocks human HTRA1 serine peptidase. AID 504803. Q92743. inhibition, % at 5.96 µM. hit rate 0.5% among 340,000. recombinant HTRA1, FP-rhodamine activity-based probe, fluorescence polarization; in the data active means inhibition above about 36%;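 further: 0% = enzyme with DMSO and 100% = wells lacking enzyme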
Target sequence (Q92743 whole entry, looked up): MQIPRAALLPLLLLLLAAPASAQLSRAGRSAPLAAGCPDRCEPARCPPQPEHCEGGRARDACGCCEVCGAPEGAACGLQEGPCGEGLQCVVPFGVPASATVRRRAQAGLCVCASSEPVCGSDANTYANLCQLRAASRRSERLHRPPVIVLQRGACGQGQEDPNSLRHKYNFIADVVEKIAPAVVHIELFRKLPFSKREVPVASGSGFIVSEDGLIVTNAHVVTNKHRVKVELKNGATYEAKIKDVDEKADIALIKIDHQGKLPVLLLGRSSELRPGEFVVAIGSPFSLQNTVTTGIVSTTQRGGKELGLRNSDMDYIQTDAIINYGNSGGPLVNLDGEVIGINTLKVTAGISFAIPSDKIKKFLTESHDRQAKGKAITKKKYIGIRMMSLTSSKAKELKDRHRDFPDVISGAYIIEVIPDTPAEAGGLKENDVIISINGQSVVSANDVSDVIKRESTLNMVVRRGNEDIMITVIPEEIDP
rCAG RNA binder = molecules binding r(CAG) RNA repeats | r(CAG) RNA repeat, TO-PRO-1 dye displacement fluorescence | inhibition, % at 3 µM | hit rate 1.3% among 370,000;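 active means inhibition above the plate cutoff, the mean of all test compounds on that plate plus 3 SD, cut at about 35% in these data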;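 further: 0% = DMSO alone and 100% = 100 µM mitoxantrone as full dye displacement; higher means more dye released from RNA so lower well fluorescence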
mABHD4 FP = ABHD4 (mouse) inhibition, primary FP screen. inhibition, % at 8.92 µM. hit rate 0.54% among 370,000. AID 720543. purified mABHD4, FP-Rh probe fluorescence polarization. Q8VD66;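 active means inhibition exceeding the mean over every tested compound plus 3 SD, cut at about 30% in these data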;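 further: 0% = plate median of compound wells and 100% = S159A mutant with DMSO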
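Test system: mABHD4 protein; Read-out basis: % inhibition; Incubation: 45 min + 60 min at 25 °C; Repeats: single replicate; Technique: fluorescence polarization with parallel and perpendicular emission, 525/598 nm; Compound: 8.92 µM, single dose; Benchmarks: full inhibition S159A mutant plus DMSO, zero as sample-well median.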
Active calls of the source: *; x = not tested or not shown. The list is partial (hit frequency here may not be typical).

SMILES	NPR2 activator	PRMT1 FP inh	TDP2 inh	TCR CD3 inh	MBD2 DNA inh	LEDGF integ inh	SIAE primary	HTRA1 inh	rCAG RNA binder	mABHD4 FP
COc1ccc(CCC(=O)O)c(O)c1	4	-1	1	15	0	2	2	-3	3	0
CCCCN(C(=O)CCCSc1nc2ccccc2[nH]1)c1c(N)n(Cc2ccccc2)c(=O)[nH]c1=O	11	3	6	-3	0	0	5	-3	-4	4
Cc1cccn2c(CN3CCCC(c4ccccc4)C3)c(C(=O)N3CCOCC3)nc12 (stereo not given)	-1	-3	-8	6	-1	0	7	3	-9	8
O=S(=O)(NCCOC12CC3CC(CC(C3)C1)C2)c1cccc2nsnc12	12	0	-1	0	-4	-3	5	3	-6	-2
O=[N+]([O-])c1cc(-c2nnc(Nc3ccccc3)c3ccccc23)ccc1N1CCOCC1	26	0	6	-8	-2	-4	4	-9	3	4
CCCCCCCCN1[C@@H](CC(=O)OC)c2cc(F)ccc2S1(=O)=O	1	-3	4	4	-1	0	-6	-18	-9	-7
Cn1c2ccccc2c(=O)c2c(=O)n(CCCc3ccccc3)cnc21	-4	-5	8	x	-2	4	5	x	3	4
O=C1CN(C(=O)c2ccco2)C(c2ccc(F)cc2)c2cc(Cl)ccc2N1 (stereo not given)	-13	1	-2	1	1	2	-4	-4	3	-1
CCOCCCNC(=O)c1ccc(N2CC3CC(C2)c2cccc(=O)n2C3)c(NC(=O)Nc2cccc(OC)c2)c1 (stereo not given)	1	-2	9	1	-3	1	10	5	-2	7
N#Cc1ccccc1S(=O)(=O)N1CCC(C(=O)NCc2ccccc2CN2CCCC2)CC1	-2	-2	-15	-7	-2	4	1	-4	2	-8
CCN(CC)c1nc2ccccc2[nH]1	-1	-3	-11	-2	3	1	4	-4	3	-5
C[C@H](NC(=O)C1CCN(S(=O)(=O)c2ccccc2)CC1)C(=O)NCc1cccc(Cl)c1	2	4	5	-6	4	-3	1	12	-2	0
O=C(Nc1cccc2ccccc12)c1cc2c(cc1Br)OCO2	0	-4	10	0	1	-3	-3	-5	-1	-3
CC(C)(C)OC(=O)N[C@H](/C=C/c1ccccc1)C(=O)OC(C)(C)C	1	-2	-9	4	2	0	-1	-14	-8	4
O=C(c1cn(CC2CCCCC2)nn1)N1CCN(c2ccc(F)cc2)CC1	0	-4	4	2	-3	0	5	3	-9	-3
O=C(NC(=O)c1ccccc1)NC(=O)c1ccccc1	-3	-2	2	-1	6	1	2	0	-3	-1
CC(NC(=O)CSc1nc2ccccc2c(=O)[nH]1)c1ccccc1 (stereo not given)	-7	1	-7	-3	0	3	4	5	3	9
O=c1c2sccc2nc(SCc2cc(=O)n3ccccc3n2)n1-c1ccc(Br)cc1	5	4	-1	-3	0	-2	-6	-3	0	1
COc1ccc(NC(=O)CCN2C(=O)c3ccccc3S2(=O)=O)cc1	2	1	1	6	2	2	-1	3	4	-1
O=C(Nc1ccc2c(c1)OCCO2)C1C(=O)Nc2ccccc2C(=O)N1C1CCCCC1 (stereo not given)	-3	-2	5	6	-4	-1	8	x	4	4
Cc1cc(C)cc(OCC(=O)OCC(=O)N2CC(=O)Nc3ccccc32)c1	-1	-2	3	10	-7	3	4	-1	-4	-2
CCC(CC)C(=O)Nc1ccc(C(=O)Nc2cc(C)on2)cc1	-1	-2	-7	5	0	7	-9	-3	-2	-3
COc1cc2c(cc1OC)CN(C(=S)NC(=O)c1ccccc1)CC2	-2	-3	-3	3	-4	3	2	-1	-2	1
O=C(c1ccccc1)c1cccc2ccccc12	5	0	1	5	-2	1	-5	-16	0	-10
O=C(O)CSCCOc1ccc(OCCSCC(=O)O)cc1	2	-1	7	9	-1	-1	1	2	0	1
Cc1ccc(NS(=O)(=O)c2ccc(OCC(=O)Nc3cccc([N+](=O)[O-])c3)c(C)c2)cc1	-10	2	-5	6	-4	0	-75	-81	16	-80
Cc1c(NC(=O)c2cc3c(=O)n4ccccc4nc3s2)c(=O)n(-c2ccccc2)n1C	0	1	5	0	-1	-4	0	-1	-1	2
C[C@H](CO)N1C[C@H](C)[C@@H](CN(C)C(=O)Nc2ccc(C(F)(F)F)cc2)Oc2c(NC(=O)Cc3ccccc3)cccc2C1=O	4	3	0	7	2	1	0	-43	10	-1
O=c1c(N2CCOCC2)coc2ccccc12	4	-1	7	6	4	-1	1	-4	1	3
Cc1n[nH]c(C)c1CCNC(=O)C1CCC(=O)N(CCc2cccc(F)c2)C1 (stereo not given)	4	0	-4	-9	3	-2	-2	5	-7	-5
COc1ccc(/C(C)=N/Nc2ncc(Cl)cc2Cl)c(O)c1	-8	-2	-2	1	6	1	8	29	2	10
CCCNC(=O)C1(C)CCN(Cc2noc(-c3ccccc3OC)n2)C1 (stereo not given)	4	1	0	4	-7	1	3	x	1	7
O=C(NCC(=O)N1CCc2ccccc2C1)c1ccc(Cl)cc1Cl	5	-6	-15	5	-8	5	-3	4	-1	-7
COc1cc([C@@H]2c3cc4c(cc3[C@H](O)[C@H]3COC(=O)[C@H]23)OCO4)cc(OC)c1OC	1	-4	1	6	-2	1	-1	-1	2	-1
Cc1ccc(CNC(=O)COc2cccc3c2OC(C)(C)C3)cc1	0	-4	-10	-4	-5	-3	-6	-11	-9	-1
CCNC(=O)C1CCCN(Cc2ccc(OCc3ccccc3)cc2)CC1 (stereo not given)	7	0	-10	2	-3	1	1	x	1	-1
O=C(CNc1cccc(S(=O)(=O)N2CCCC2)c1)Nc1ccc(F)cc1F	2	2	6	0	10	-1	-10	-2	-1	3
C/C(=C/Cc1c(O)cc2oc(C)cc(=O)c2c1O)COC1OC(CO)C(O)C(O)C1O (stereo not given)	2	-4	7	11	-4	-1	-3	-4	1	-3
Cn1c(=O)c2[nH]c(Nc3ccccc3)nc2n(C)c1=O	-9	0	-5	3	4	0	2	6	32	1
C=CCNC(=O)C1CCN(S(=O)(=O)c2ccc(Br)cc2)CC1	-4	1	5	-2	2	0	4	-2	2	2
Cn1nc(C(F)(F)F)c2cc(C(=O)NC3CC3)sc21	1	-1	-3	-7	-3	4	-3	5	-2	-5
O=C(NCc1ccccc1Cl)O[C@H]1CC[C@@]23CCCN2C(=O)CCC[C@H]3C1	-3	-2	9	x	-3	1	-5	x	x	1
COc1cccc(NC(=S)NC(=O)Cc2ccc(Cl)cc2)c1	-1	-1	-7	3	3	1	-5	-31	2	-16
O=C(c1cc(F)ccc1F)C1CCCN(C(=O)CCc2cnccn2)C1 (stereo not given)	1	-1	6	6	1	1	-9	1	-5	0
O=C(CSc1nc(Nc2ccccc2)nc(N2CCOCC2)n1)Nc1ccc(Br)cc1F	-7	-2	6	8	-1	3	-16	-7	2	-4
O=C(NCc1cccs1)C(NS(=O)(=O)c1cccc2nsnc12)c1ccccc1 (stereo not given)	2	3	-7	-16	1	0	0	-3	8	-13
CCOC(=O)C1=C(CSc2nc(-c3ccccc3)ccc2C#N)OC(N)=C(C#N)C1c1cccnc1 (stereo not given)	-2	41*	-5	-23	4	0	-13	-43	8	-44
c1ccc(-c2ccccc2OCCCN2CCCCC2)cc1	-2	-4	2	5	-6	3	-1	-3	-2	6
CCOc1ccc(Nc2nc(N)nc(CSC(=S)N3CCOCC3)n2)cc1	-1	-3	-2	3	1	2	5	1	-2	-1
Cc1ccc(S(=O)(=O)CC(=O)N2CCN(c3ccc([N+](=O)[O-])cc3)CC2)cc1	-1	0	-11	3	-5	3	3	-1	12	-1
Cc1noc(C)c1C(=O)N1CCN(CCc2ccccc2)CC1	-1	-3	4	-11	-3	4	5	4	1	0
COc1ccc(-c2csc(NCCc3nc4cc(C(=O)NCCCO)ccc4n3Cc3ccc(C)cc3)n2)cc1	6	2	-2	-5	-4	3	-1	-6	12	-5
CC(c1ccncn1)N(C)Cc1nc(Cc2ccccc2F)no1 (stereo not given)	-1	-8	-14	2	-4	6	-1	-1	-3	-4
CCC(C)(C)c1nnc(NC(=O)c2ccc([N+](=O)[O-])cc2)s1	4	0	3	-1	1	-3	0	-2	0	3
COc1ccc(O)c(/C=N/NC(=O)c2cc(=O)[nH]c3ccccc23)c1	-3	-5	-10	-2	-7	-4	-1	8	2	12
CC(Oc1ccc(Br)cc1)C(=O)NCC(c1cccs1)N1CCOCC1 (stereo not given)	-8	-2	0	-2	2	-3	8	0	-6	1

14 neighbouring records from above, quoted:
SMILES	NPR2 activator	PRMT1 FP inh	TDP2 inh	TCR CD3 inh	MBD2 DNA inh	LEDGF integ inh	SIAE primary	HTRA1 inh	rCAG RNA binder	mABHD4 FP
COc1cccc(NC(=S)NC(=O)Cc2ccc(Cl)cc2)c1	-1	-1	-7	3	3	1	-5	-31	2	-16
O=C(c1cc(F)ccc1F)C1CCCN(C(=O)CCc2cnccn2)C1 (stereo not given)	1	-1	6	6	1	1	-9	1	-5	0
O=C(CSc1nc(Nc2ccccc2)nc(N2CCOCC2)n1)Nc1ccc(Br)cc1F	-7	-2	6	8	-1	3	-16	-7	2	-4
O=C(NCc1cccs1)C(NS(=O)(=O)c1cccc2nsnc12)c1ccccc1 (stereo not given)	2	3	-7	-16	1	0	0	-3	8	-13
CCOC(=O)C1=C(CSc2nc(-c3ccccc3)ccc2C#N)OC(N)=C(C#N)C1c1cccnc1 (stereo not given)	-2	41*	-5	-23	4	0	-13	-43	8	-44
c1ccc(-c2ccccc2OCCCN2CCCCC2)cc1	-2	-4	2	5	-6	3	-1	-3	-2	6
CCOc1ccc(Nc2nc(N)nc(CSC(=S)N3CCOCC3)n2)cc1	-1	-3	-2	3	1	2	5	1	-2	-1
Cc1ccc(S(=O)(=O)CC(=O)N2CCN(c3ccc([N+](=O)[O-])cc3)CC2)cc1	-1	0	-11	3	-5	3	3	-1	12	-1
Cc1noc(C)c1C(=O)N1CCN(CCc2ccccc2)CC1	-1	-3	4	-11	-3	4	5	4	1	0
COc1ccc(-c2csc(NCCc3nc4cc(C(=O)NCCCO)ccc4n3Cc3ccc(C)cc3)n2)cc1	6	2	-2	-5	-4	3	-1	-6	12	-5
CC(c1ccncn1)N(C)Cc1nc(Cc2ccccc2F)no1 (stereo not given)	-1	-8	-14	2	-4	6	-1	-1	-3	-4
CCC(C)(C)c1nnc(NC(=O)c2ccc([N+](=O)[O-])cc2)s1	4	0	3	-1	1	-3	0	-2	0	3
COc1ccc(O)c(/C=N/NC(=O)c2cc(=O)[nH]c3ccccc23)c1	-3	-5	-10	-2	-7	-4	-1	8	2	12
CC(Oc1ccc(Br)cc1)C(=O)NCC(c1cccs1)N1CCOCC1 (stereo not given)	-8	-2	0	-2	2	-3	8	0	-6	1
